# mcGAS lum: inhibitors of mouse cGAS; 0.15% of 160,000 active; AID 1259399; inhibition, % at 12.5 µM; recombinant cGAS, Kinase-Glo ATP depletion luminescence; Q8C6L5;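 note: 0% = negative control wells and 100% = reference inhibitor with no enzyme activity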
# hcGAS inh: inhibitors of human cGAS. recombinant h-cGAS, ATP depletion, Kinase-Glo luminescence. inhibition, % at 12.5 µM. 0.081% of 290,000 active;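 note: 0% = vehicle reaction and 100% = reaction without DNA for no activity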
# Target sequence (Q8N884 whole entry, looked up): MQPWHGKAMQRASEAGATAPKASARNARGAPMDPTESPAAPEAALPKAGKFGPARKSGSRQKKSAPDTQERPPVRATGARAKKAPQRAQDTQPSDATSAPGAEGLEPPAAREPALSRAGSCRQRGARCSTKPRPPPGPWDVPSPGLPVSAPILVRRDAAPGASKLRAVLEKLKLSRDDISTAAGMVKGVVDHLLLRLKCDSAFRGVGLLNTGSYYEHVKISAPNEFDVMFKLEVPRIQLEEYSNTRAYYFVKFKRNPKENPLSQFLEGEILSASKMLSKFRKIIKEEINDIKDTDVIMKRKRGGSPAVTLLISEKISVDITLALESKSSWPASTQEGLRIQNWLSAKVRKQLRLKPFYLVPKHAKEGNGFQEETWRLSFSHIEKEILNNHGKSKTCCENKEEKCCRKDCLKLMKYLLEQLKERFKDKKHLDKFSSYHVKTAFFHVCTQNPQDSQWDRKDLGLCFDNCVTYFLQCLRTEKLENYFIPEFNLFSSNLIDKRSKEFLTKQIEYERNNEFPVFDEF
# NPYLR7 ag: activates Aedes aegypti NPYLR7 receptor. HEK293T NPYLR7/Galpha15, GCaMP6s calcium fluorescence. activation, % at 10 µM. 0.15% of 270,000 active. AID 1259423; in the data active = activation above about 40%;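 note: 0% = vehicle and 100% = reference agonist at the receptor; some compounds past the cut are filed as inactive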
# An asterisk follows results filed as active; x = no result given; & = joins results of further samples. Cut-off read from the data, not from the text of the source, unless noted: active = inhibition above about 40%; inactive = the rest.
# Values run as follows: hcGAS inh | NPYLR7 ag | mcGAS lum
- CC1(C)CC(=O)C(C(=O)Nc2sc3ccccc3c2Cl)C(=O)C1
 : -6 | 1 | x
- O=C(c1ccc(-c2ccc(F)c(F)c2)s1)N1CC(=O)N2CCc3c(F)cccc3C2C1 (configuration not stated)
 : -3 | -3 | -5
- CCCCCc1ccc(C(=O)N2CCN(c3nc4cc(C)c(C)cc4nc3-c3ccccc3)CC2)cc1
 : 0 | 4 | -5
- COCc1nc(N[C@@H]2CCN(C)C[C@@H]2Cc2ccccc2)c2cnn(C)c2n1
 : -3 | -4 | -11
- Cc1ccc(-n2ncc3c(=O)n(NC(=O)C4(c5ccc(Cl)cc5)CCCC4)cnc32)cc1
 : -11 | 3 | x
- COc1cc([N+](=O)[O-])ccc1-c1ccc(/C=C2\SC(=S)NC2=O)o1
 : -3 | 3 | -1
- COCCN(Cc1ccc(OC)c(OS(C)(=O)=O)c1)C(=O)c1ccc(F)cc1
 : -12 | 14 | -5
- CC(OCC(F)(F)F)C(=O)Nc1ccc2c(c1)OC(C)(C)O2 (configuration not stated)
 : -13 | 3 | x
- OCCCNC1c2ccccc2CCc2ccccc21
 : 3 | -2 | x
- COC(=O)c1cc(CN2CCN(c3ncnc4ccccc34)CC2)cs1
 : -3 | 4 | x
- CC1CCCCN1CN1C(=O)CC2(CCCC2)C1=O (configuration not stated)
 : -4 | 2 | x
- CCCC(=O)Oc1ccc(N(C)C2=NS(=O)(=O)c3ccccc32)cc1
 : -1 | -1 | -4
- CCCCC(=O)NC1CCCC1SCC (configuration not stated)
 : -10 | 16 | x
- COC(=O)[C@H]1CN(C(=O)NC(C)C)CCN1
 : 1 | -11 | -2
- COc1ccc2ccc(OCc3nc(C(=O)N4CCC(NC(C)=O)C4)co3)cc2c1 (configuration not stated)
 : -3 | -2 | x
- CC(C)CCC(c1ccccc1)N(C)Cc1nccn1C (configuration not stated)
 : -4 | 2 | -11
- Cc1ccccc1-c1noc(CNC(=O)CCSc2ccc3c(c2)OCCO3)n1
 : -5 | -7 | -16
- Cc1nn(C)c(C)c1CCC(=O)N1CCC2(CCCN(CC3CCCCC3)C2)C1 (configuration not stated)
 : -5 | x | -10
- Cc1ccc(NC(=O)c2cc3cc(Br)ccc3oc2=O)c(C)c1
 : -6 | -5 | -6
- Cc1nc(C)c(C(=O)Nc2ccc(Cl)cc2C)s1
 : -9 | -7 | x
- CCOC(=O)C1(Cc2ccc(OC)cc2)CCN(C(=O)c2ccccc2SC)CC1
 : -7 | 7 | x
- Cc1cccc2oc(-c3ccccc3OCC(=O)NCc3ccc(F)cc3)nc12
 : -4 | -3 | -3
- O=C(Nc1cccc2cccnc12)c1nc(Cl)ccc1Cl
 : 0 | 7 | x
- CCN(Cc1nc2cc(Cl)ccc2c(=O)[nH]1)C(=O)CNC(=O)c1cc(C)cc(C)c1
 : 6 | -2 | -1
- Cc1ccc(CN2N=C(c3ccc(F)cc3)Cn3c2nc2c3c(=O)n(C)c(=O)n2C)cc1
 : -4 | 1 | -9
- CC(NC(=O)C(C1CCCC1)N1CCN(C(=O)Nc2cccc(F)c2)CC1)c1ccccc1 (configuration not stated)
 : -6 | -4 | -5
- CCCOc1ccc(CNC(=O)NC(C)c2nc(C)cs2)cn1 (configuration not stated)
 : -7 | -2 | x
- O=C(Cn1cnnn1)N1CC(=O)N(C2CCCCC2)CC(OCc2ccccc2)C1 (configuration not stated)
 : -1 | -1 | -10
- CCOc1ccc(C(=O)Oc2coc(CSc3nccc(C)n3)cc2=O)cc1
 : -2 | -14 | -4
- O=C(Nc1ccc(C(=O)N2CCCCCC2)cc1)Nc1cnn(CCO)c1
 : -7 | 1 | -18
- Cc1nn(C(=O)C(C)N2C(=O)c3ccccc3C2=O)c(C)c1Br (configuration not stated)
 : 31 | 0 | x
- CCNC(=O)N1CCN(C(C(=O)N(C)Cc2ccco2)C2CCCC2)CC1 (configuration not stated)
 : -4 | 7 | -5
- COC(=O)[C@@H](NC(=O)c1cc(COc2ccc3c(c2)CCCC3)on1)C(C)C
 : -12 | 8 | -14
- O=C1Nc2ccc(Br)cc2C(=O)N2CCN(C(=O)c3ccccc3)C[C@H]12
 : -4 | -7 | -7
- O=C(NC1CCN(c2ncnc3cc(Cl)ccc23)CC1)c1ccccc1
 : -5 | 7 | x
- Cn1ccc(CC(=O)NCc2cccc(OC(F)(F)F)c2)c1
 : -9 | 3 | -12
- CCC(Nc1cccc(C)c1C)C(=O)Nc1cc(C)on1 (configuration not stated)
 : -7&-9 | 8&19 | x
- COc1ccc(C(O)=C2C(=O)C(=O)N(CCN3CCNCC3)C2c2cccc([N+](=O)[O-])c2)cc1 (configuration not stated)
 : -4 | 2 | -7
- CCOc1ncccc1C(=O)OC(C)C(=O)Nc1ccc(CC)cc1 (configuration not stated)
 : 3 | 1 | x
- O=C(Nc1ccc(Cl)c2ncsc12)c1cccc(C(F)(F)F)c1
 : -1 | 2 | x
- CN1CCN(/N=C\c2ccc(-c3cc(Cl)ccc3Cl)o2)CC1
 : -3 | -2 | x
- Cn1nnc(-c2ccc(C(=O)N3CCCC(Nc4ccccc4)C3)cc2)n1 (configuration not stated)
 : -4 | -1 | -16
- N#Cc1cccnc1N1CCN(C(C(N)=O)c2ccccc2)CC1 (configuration not stated)
 : -11 | 1 | x
- COc1nc(-c2ccc(C(F)(F)F)cc2)n(-c2ccc(NC(=O)COc3ccc(Cl)cc3)cc2)n1
 : 2 | -6 | 0
- CONC(=O)c1csc(-c2cc3ccccc3[nH]2)n1
 : 8 | 4 | x
- COC[C@H]1C[C@H]2C[C@@H](O)[C@H](N3CCC(N4CCCC4)CC3)[C@]2(O)CO1
 : -9 | 11 | -2
- CC(Sc1nncs1)c1ccc(C(F)(F)F)cc1 (configuration not stated)
 : -5 | 5 | x
- O=C(C(Cl)c1ccccc1)N1CCCN(c2nc(C3CCOCC3)nc3c2cnn3-c2ccccc2)CC1 (configuration not stated)
 : -7 | 20 | -9
- CNC(=O)CSc1nc(-c2ccccc2)c(NC(=O)c2c(OC)cccc2OC)s1
 : -5 | -8 | -8
- C=CCOC(CN1CCN(C(=O)c2c(F)cccc2F)CC1)c1cccc(OC)c1 (configuration not stated)
 : 2 | x | -4
- Cc1ccc2[nH]c(=O)c(CN3CCCN([C@H]4COC[C@@H]4O)CC3)cc2c1
 : 1 | 4 | x
- COc1ccc(F)c(CNc2nc(N(C)C)nc3c2CCN(C(C)=O)C3)c1F
 : -5 | 12 | x
- CCOC(=O)c1ccc(Nc2ncnc3c2nnn3C)cc1
 : 2 | 4 | x
- O=C1NCCN2CCN(c3nc4ccc(Cl)cc4s3)CC12 (configuration not stated)
 : -6 | 7 | x
- COCC(=O)N1CCCN(C(=O)[C@]23CC[C@](C)([C@@H](O)C2)C3(C)C)CC1
 : -2 | 3 | x
- O=C(CCc1ccc(S(=O)(=O)N2CCCC2)cc1)Nc1ccc2c(c1)OCCO2
 : -7 | -1 | x
- CCOC(=O)CCC(=O)N1CCN(C(=O)CCN2CCc3sccc3C2c2ccccc2)CC1C (configuration not stated)
 : 0 | 5 | -4
- Cc1oc(C)c(-c2ccoc2)c1C(=O)NCC1CCCCC1
 : -3 | -8 | -6
- O=C(COc1ccccc1)Nc1ccc(N2CCc3ccccc3C2)c(C(=O)NCCc2ccccc2)c1
 : -12 | 20 | -5
- Cc1cc(C(=O)N2CC[C@@]3(O)CCN(S(C)(=O)=O)C[C@H]3C2)c(C)n1C
 : -11 | x | -6

# Continuation.
# Values run as follows: hcGAS inh | NPYLR7 ag | mcGAS lum
- O=C(Cc1ccc(N(Cc2cccc(F)c2)C(=O)/C=C/c2ccccc2)cc1)N1CCCC1
 : -3 | x | -5
- O=C(c1cccc(Cl)c1)N1CCCC(OCc2cccc(Cl)c2)C1 (configuration not stated)
 : -6 | -5 | -5
- CCc1noc(C(C)SCC2CCCCO2)n1 (configuration not stated)
 : -9 | 11 | x
- CCc1cnc(C)nc1-c1cccc(-n2cccn2)c1
 : -1 | -5 | x
- CCCc1nc(N2CCCN(C(=O)Nc3ccc(C)cc3C)CC2)c2c(-c3cccc(C(F)(F)F)c3)noc2n1
 : -3 | 15 | -6
- COc1ccc(C)cc1NN=C1C=CC(=O)c2nc(N(C)c3ccc4c(n3)C(=O)C=CC4=NNc3cc(C)ccc3OC)ccc21
 : -11 | 6 | -7
- CC(C)S(=O)(=O)N(C)C(=O)c1cccc(OC2CCCC2)c1
 : -8 | 10 | x
- Cc1ccc(-n2nc(-c3ccc(C)o3)cc2C(=O)NCc2cccc(C(F)(F)F)c2)c(C)c1
 : -8 | -7 | -3
- COCCN1CCCC2(CCN(c3nc(C)nc4c3CCC4)C2)C1=O (configuration not stated)
 : -5 | x | -4
- CCN(CC(O)CN1CCOCC1)CC1CC(c2ccccc2)=NO1 (configuration not stated)
 : -5 | -3 | -4
- CCn1c(C2CCN(S(=O)(=O)N3CCCC3)CC2)n[nH]c1=O
 : 3 | 0 | x
- O=C(CCC1CCCC1)NC(Cc1ccccc1)C(=O)Nc1nnc(-c2ccc(Br)cc2)s1 (configuration not stated)
 : -1 | 10 | -3
- CCN(CC)Cc1cnc2c(C(=O)NCc3cccc4[nH]ccc34)cnn2c1
 : -4 | 20 | x
- CCc1cccc(NC(=O)Cn2nc(SC)c(-c3nc(-c4ccc(OC)cc4)no3)c2N)c1
 : -5 | 2 | -8
- CC(=O)N1N=C(c2ccccc2)CC1c1ccc(Cl)cc1 (configuration not stated)
 : -3 | -10 | -3
- CCN(CC)C(=O)[C@@H]1C[C@@H](N)CN1Cc1cnn(-c2ccccc2F)c1
 : -7 | 10 | -11
- CC(=O)c1oc2ccccc2c1NC(=O)CSC1CCCC1
 : -2 | 3 | x
- COCCN1CC(Cn2ccnc2-c2ccccc2SC)CC1=O (configuration not stated)
 : 2 | -10 | x
- Nc1nc(Cl)cc(N(Cc2ccco2)Cc2ccco2)n1
 : -3 | 0 | -10
- CC(C(=O)NC1CC1)n1c(=O)n(Cc2ccccc2)c(=O)c2ccccc21 (configuration not stated)
 : -4 | -2 | -4
- CC(C)CN(Cc1cccn1Cc1ccccc1Cl)C(=O)CN(C(=O)Nc1ccccc1F)C(C)C
 : -2 | 1 | -5
- Cn1nnc2c(=O)n(Cc3ccccc3Cl)cnc21
 : -4 | 1 | x
- CC(C)(C)OC(=O)N1CCCCC1COC(=O)C1CCC(=O)NC1 (configuration not stated)
 : -7 | -1 | x
- Cc1cccc(OCc2ccc(-c3nc(C#N)c(NCC4CCCO4)o3)o2)c1 (configuration not stated)
 : -6 | -1 | -7
- Cc1ccc2nc(C)c(NC(=O)c3cccnc3Cl)c(=O)n2c1
 : -15 | 5 | x
- CCOC(=O)[C@H]1C[C@@H]2O[C@H]1[C@H]1CN(C(=O)OCCOC)C[C@H]1[C@@H]2O
 : -8 | 9 | 0

# Among those listed so far, these have a furan ring, fused or not:
# Values run as follows: hcGAS inh | NPYLR7 ag | mcGAS lum
- COc1cc([N+](=O)[O-])ccc1-c1ccc(/C=C2\SC(=S)NC2=O)o1
 : -3 | 3 | -1
- CCNC(=O)N1CCN(C(C(=O)N(C)Cc2ccco2)C2CCCC2)CC1 (configuration not stated)
 : -4 | 7 | -5
- CN1CCN(/N=C\c2ccc(-c3cc(Cl)ccc3Cl)o2)CC1
 : -3 | -2 | x
- Cc1oc(C)c(-c2ccoc2)c1C(=O)NCC1CCCCC1
 : -3 | -8 | -6
- Cc1ccc(-n2nc(-c3ccc(C)o3)cc2C(=O)NCc2cccc(C(F)(F)F)c2)c(C)c1
 : -8 | -7 | -3
- CC(=O)c1oc2ccccc2c1NC(=O)CSC1CCCC1
 : -2 | 3 | x
- Nc1nc(Cl)cc(N(Cc2ccco2)Cc2ccco2)n1
 : -3 | 0 | -10
- Cc1cccc(OCc2ccc(-c3nc(C#N)c(NCC4CCCO4)o3)o2)c1 (configuration not stated)
 : -6 | -1 | -7

# Screens: PubChem BioAssay, Fisher Drug Discovery Resource Center
